Screening results as filed in PubChem BioAssay.
GalR3 antagonist: GalR3 antagonists in HEK293 cells, primary screen, cell-based, fluorescence readout | Galanin receptor type 3 (Homo sapiens), O60755 | HEK293 GalR3-CNG cAMP membrane potential fluorescence; galR3 body fused to GalR1 C-terminus | inhibition, % at 3 µM | hit rate 0.44% among 360,000 | AID 651719, 2012;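 active = inhibition above the screen-wide average plus 3 SD, cut at about 13% in these data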;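 note: forskolin and galanin both at EC90 stimulate the cells; cAMP rise reported by CNG channel membrane potential dye signal; 0% = forskolin plus galanin with DMSO and 100% = forskolin alone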
PHOSPHO1 inh: PubChem AID 1565. recombinant PHOSPHO1, absorbance phosphatase assay. inhibition, % at 13.3 µM. hit rate 1.1% among 290,000; in the data active = inhibition above about 60%
Target sequence (Q8TCT1 whole entry, looked up): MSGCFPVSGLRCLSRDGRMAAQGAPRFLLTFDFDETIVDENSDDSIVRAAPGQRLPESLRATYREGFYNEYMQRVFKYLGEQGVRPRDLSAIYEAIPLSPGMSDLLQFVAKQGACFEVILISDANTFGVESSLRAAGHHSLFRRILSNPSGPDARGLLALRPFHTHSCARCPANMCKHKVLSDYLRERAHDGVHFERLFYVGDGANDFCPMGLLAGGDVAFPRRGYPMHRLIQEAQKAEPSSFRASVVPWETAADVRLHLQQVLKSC
VIM-2 inh: VIM-2 metallo-beta-lactamase inhibitors, primary screen, biochemical, epi-absorbance readout, Pseudomonas aeruginosa enzyme | hit rate 0.89% among 290,000 | purified VIM-2, nitrocefin hydrolysis, epi-absorbance fluorescence | inhibition, % at 5.6 µM;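 active = inhibition above the mean of all tested compounds plus 3 SD, cutoff set per screening run, cut at about 7.5% in these data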;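 note: red hydrolysis product quenches plate fluorescence so inhibitors raise well fluorescence; 0% = enzyme with DMSO and 100% = DMSO without enzyme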
DNA FID counter: compounds displacing fluorescent DNA intercalator, primary screen, artefact control for HCV NS3 helicase inhibitor project, biochemical, FID fluorescence; AID 1845, 2009; DNA fluorescent intercalator displacement; inhibition, % at 7.9 µM; hit rate 0.17% among 290,000; in the data active = inhibition above about 37%;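 note: 0% = vehicle and 100% = reference compound; higher means more ethidium bromide displaced from hairpin DNA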
IMP-1 inhibitor: IMP-1 metallo-beta-lactamase inhibitors, primary screen, biochemical, epi-absorbance readout, Pseudomonas aeruginosa enzyme; metallo-beta-lactamase IMP-1 (Pseudomonas aeruginosa); purified IMP-1, nitrocefin hydrolysis, epi-absorbance fluorescence; inhibition, % at 5.6 µM; hit rate 0.45% among 290,000; AID 1556, 2009;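 active = inhibition above the mean plus 3 SD of all compounds in the same screening run, cut at about 4.5% in these data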;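 note: 0% = IMP-1 with DMSO and 100% = DMSO wells lacking enzyme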
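Assay system: purified IMP-1; Quantity: IMP-1 0.2 nM before substrate addition; Medium: HEPES buffer pH 7.1 with ZnSO4 and Brij 35; Incubation: 15 min enzyme–compound preincubation, then 25 min nitrocefin reaction, 25 °C; Signal: fluorescence quenching readout, ex 480/em 530 nm; Controls: DMSO with and without IMP-1; Repeats: singlicate testing.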
HCV NS3 hel inh: inhibitors of HCV NS3 helicase, primary screen, biochemical, Cy5 molecular beacon fluorescence. NS3 helicase DNA unwinding. inhibition, % at 10.9 µM. hit rate 0.56% among 290,000;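 active = inhibition above the mean of all tested compounds plus 3 SD, set per campaign, cut at about 35% in these data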;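 note: 0% = DMSO wells and 100% = thioflavine S control wells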
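System: NS3 helicase fragment of HCV / Schedule: 1 h at 25 °C / Control set: DMSO alone as 0% and 110 µM thioflavine S as 100% / Reagent: Cy5/quencher beacon DNA duplex and ATP to start / Technique: Cy5 fluorescence / Replication: singlicate / Evaluation: % inhibition of end-to-start signal ratio versus controls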
V1R ag counter: agonists of human V1a receptor, primary screen, counter-screen for OXTR agonist project, fluorescence, CHO-V1R cells; Vasopressin V1a receptor (Homo sapiens), P37288; activation, % at 3 µM; hit rate 0.25% among 320,000; AID 2797, 2010; Fluo-8 calcium fluorescence, agonist mode; 0% DMSO, 100% 3 nM vasopressin;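 active = activation above the mean activation of all tested compounds plus 3 SD, per screening run, cut at about 20% in these data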;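 note: signal is peak over basal fluorescence ratio across a 100 second FLIPR read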
Target sequence (P37288 whole entry, looked up): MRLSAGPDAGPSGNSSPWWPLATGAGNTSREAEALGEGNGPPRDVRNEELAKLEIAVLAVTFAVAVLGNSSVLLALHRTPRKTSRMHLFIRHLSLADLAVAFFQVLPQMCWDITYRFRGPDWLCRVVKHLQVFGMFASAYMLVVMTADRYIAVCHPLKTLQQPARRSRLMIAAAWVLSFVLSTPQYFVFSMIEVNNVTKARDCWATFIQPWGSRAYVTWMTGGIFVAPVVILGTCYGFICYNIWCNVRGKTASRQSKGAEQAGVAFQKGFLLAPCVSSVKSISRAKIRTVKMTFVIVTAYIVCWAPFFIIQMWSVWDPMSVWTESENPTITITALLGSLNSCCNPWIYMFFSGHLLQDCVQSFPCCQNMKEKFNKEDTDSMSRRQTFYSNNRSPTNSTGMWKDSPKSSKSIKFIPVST
OXTR agonist: human OXTR agonists, primary screen, fluorescence, CHO-OTR cells, Fluo-8 calcium; Oxytocin receptor (Homo sapiens), P30559; Fluo-8 calcium fluorescence; normalized: DMSO 0%, oxytocin 100%; activation, % at 3 µM; hit rate 0.32% among 320,000;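 active = activation above the mean of all tested compounds plus 3 SD, cutoff set per screening run, cut at about 20% in these data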;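 note: peak over basal fluorescence ratio from a 100 s FLIPR kinetic read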
Target sequence (P30559 whole entry, looked up): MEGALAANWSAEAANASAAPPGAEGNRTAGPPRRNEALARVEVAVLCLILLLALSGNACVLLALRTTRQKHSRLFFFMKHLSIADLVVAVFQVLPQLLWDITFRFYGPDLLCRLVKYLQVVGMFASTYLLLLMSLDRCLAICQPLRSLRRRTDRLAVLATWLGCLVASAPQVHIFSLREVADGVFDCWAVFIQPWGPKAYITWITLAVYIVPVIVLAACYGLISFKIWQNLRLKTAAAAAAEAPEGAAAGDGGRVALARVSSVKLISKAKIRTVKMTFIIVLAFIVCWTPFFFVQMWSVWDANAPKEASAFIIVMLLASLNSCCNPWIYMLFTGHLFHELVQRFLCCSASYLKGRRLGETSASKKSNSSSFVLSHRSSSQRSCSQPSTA
GPR7 antag: GPR7 receptor antagonists, primary screen, cell-based, fluorescence, single concentration | Neuropeptides B/W receptor type 1 (Homo sapiens), P48145 | GPR7-expressing cells, fluorescence antagonist assay | inhibition, % at 4.4 µM | hit rate 1.1% among 290,000; in the data active = inhibition above about 16%, passing the limit was not always enough;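 note: cells stimulated with the agonist NPW; 0% = agonist with vehicle and 100% = vehicle without agonist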
* marks the source's active call; other numbers are inactive results; / = not tested or not shown.

Structure,GalR3 antagonist,PHOSPHO1 inh,VIM-2 inh,DNA FID counter,IMP-1 inhibitor,HCV NS3 hel inh,V1R ag counter,OXTR agonist,GPR7 antag
COc1ccc(NC(=O)c2cc(S(=O)(=O)N3CCCC3)c[nH]2)cc1,3,5,-1.1,-15,-0.6,5,-0.9,-0.6,6
COc1ccc2c(c1)c(C(=O)N/N=C/c1cn(C)c3ccccc13)c(C)n2C,-4,36,-3.6,-31,-3.4,-1,1.2,1.1,3
COc1cc2c(cc1OC)CN(C(=O)c1ccc(OC)c(S(=O)(=O)N3CCOCC3)c1)CC2,3,-10,-2.7,-17,-2.2,1,1.5,-0.4,-5
COc1ccc(/C=N/N=C2\SC(CC(=O)O)C(=O)N2c2ccccc2)cc1 (stereo not given),-1,-2,-2.6,-46,0.4,13,1.0,0.0,1
COc1ccccc1OCc1ccc(C(=O)NN)o1,-5,42,-1.9,-25,-2.6,18,-0.3,-1.8,-17
Cc1ccc2c(c1)CCCN2C(=O)c1ccc2c(c1)OCO2,-5,-26,-2.9,-15,-1.2,-4,-0.9,-1.7,-8
CC(C)(C)OC(=O)C(Cc1ccc(OC(C)(C)C)cc1)NC(=O)CNC(=O)CNC(=O)OCc1ccccc1 (stereo not given),-6,-6,-1.4,-44,0.2,-27,1.0,-0.5,0
Cn1nnnc1SCC(=O)N1CCN(c2cccc(Cl)c2)CC1,-4,24,-4.7,-12,-6.8,2,1.6,0.0,-1
COc1ccc(C2=Nc3ccc(C)cc3C(c3ccccc3)N2CC(=O)NN)cc1 (stereo not given),1,23,-2.4,3,-2.6,-64,0.3,-0.4,0
C=C(C)Cn1c(CCNC(=O)CCC)nc2ccccc21,-5,6,-1.6,-11,-1.6,-12,-0.5,-0.6,-6
CC(C)C(NS(=O)(=O)c1cccc2nsnc12)C(=O)Nc1nccs1 (stereo not given),0,32,-2.4,-1,-1.9,6,-0.1,0.3,4
COc1ccc(-c2nnc(N)s2)cc1,-2,19,-1.1,-1,-4.1,5,0.1,-0.6,-1
Cc1nc2nc3c(cn2n1)C(=O)CC(C)(C)C3,1,1,-1.1,0,-2.2,-4,/,/,-6
NC(=O)c1ccc(N2CCN(c3ccccc3F)CC2)c([N+](=O)[O-])c1,0,-15,-0.2,0,-1.3,-1,8.3,9.0,2
O=C(CCC(=O)N1CCN(c2ccccc2F)CC1)N1CCN(c2ccccc2)CC1,-5,24,-2.1,-37,-2.9,0,1.1,-0.1,-15
COc1ccc(NC(=O)CSc2nncc3ccccc23)cc1,-3,20,-0.2,6,-3.1,7,0.2,-0.4,-4
CC(C)COc1ccc(C(=O)NC(CC(C)C)C(=O)O)cc1 (stereo not given),5,-6,-4.0,-16,-3.5,4,-0.1,-0.3,4
CC(NC(N)=O)C(=O)OCc1ccc(Cl)cc1Cl (stereo not given),-3,14,-4.4,0,-3.2,1,0.7,-1.2,-10
COC(=O)c1cccc2c1NC(=O)C2=O,-3,42,-1.9,0,-3.4,-7,2.3,0.6,-7
CC(C)(O)C#Cc1ccc(C(=O)N2CCCC(CNS(=O)(=O)c3cccs3)C2)o1 (stereo not given),-1,24,-0.9,-28,-3.4,11,4.5,2.2,-9
O=C1CCCc2c1cnc1ncnn21,-1,4,-2.0,0,-2.9,7,-1.1,-0.6,-3
COc1ccc(S(=O)(=O)N2CCC(C(=O)NCc3ccc(C)cc3)CC2)cc1,-1,-132,-0.9,-30,-2.2,-11,6.2,2.0,-7
COc1ccc(CN2CCN(C(=O)CN3C(=O)C4C5C=CC(C5)C4C3=O)CC2)c(OC)c1OC (stereo not given),-1,59,-2.4,-8,-5.5,3,1.2,0.5,-14
O=C(Nc1ccc(F)cc1F)c1ccccc1NC(=O)C1CC=CCC1C(=O)O (stereo not given),0,8,-0.8,-10,-1.8,4,0.4,-0.2,-8
COc1ccc(C)cc1NC(=S)N1CCN(S(C)(=O)=O)CC1,0,-3,-3.2,-1,-1.8,0,-0.2,1.7,2
CCCOc1ccc(-c2c(C(=O)N/N=C(\C)c3cccnc3)nnn2-c2nonc2N)cc1,-2,38,-1.3,-11,0.6,11,-0.2,-1.1,14
O=c1c(N2CCCCC2)coc2ccccc12,-1,3,1.3,-2,0.2,1,-0.1,0.7,7
Cc1cc(SCC(=O)NC2CCCCC2)nc2ccccc12,-9,20,-3.5,-30,-1.1,0,-0.6,-2.2,-10
O=C(NCC1CCCO1)c1ccc(CS(=O)(=O)c2ccc(Cl)cc2)o1 (stereo not given),-3,40,-1.6,-16,-2.1,8,0.0,0.0,-2
CCCn1c(=O)c2c(nc3n2CCCN3CCc2ccccc2)n(C)c1=O,-10,28,-0.2,-32,-3.7,10,4.9,0.5,-10
CCOc1ccccc1C1CC(=O)Nc2cc3c(cc21)OCCO3 (stereo not given),-7,-5,-4.5,-6,-5.6,2,2.5,0.2,1
CCCCCCOc1ccc(/C=c2\s/c(=C(/C#N)C(=O)NCc3ccco3)n(-c3ccccc3)c2=O)cc1,-6,6,0.7,-5,-0.9,13,-0.4,0.0,-8
Fc1ccc(Cn2nnnc2C(c2cccs2)N2CCN(C3CCCCC3)CC2)cc1 (stereo not given),-4,18,-1.4,16,-3.3,-6,2.6,4.6,1
CCNC(=O)n1cc(-n2cncn2)c(-c2ccc(Cl)cc2)n1,-1,42,-0.7,4,-0.5,-9,2.7,-0.6,-8
O=C(Nc1c2c(nn1-c1ccccc1)CS(=O)C2)c1ccc(S(=O)(=O)N2CCOCC2)cc1 (stereo not given),-2,37,-0.9,-27,-3.7,-4,0.8,0.8,6
Cc1nc2ccccc2n1CCc1nc2c3ccccc3nc(=S)n2[nH]1,-4,86*,-6.5,-7,-5.5,6,0.8,-0.3,2
CC(=O)c1ccc(CCCCCCCCCC(=O)O)s1,-7,7,-3.2,-46,-2.3,29,0.5,0.6,-9
COc1ccc(C(=O)Nc2ccc(Cl)cn2)cc1Cl,-4,19,-4.0,-5,-0.6,-21,-1.2,-1.8,7
Cc1cc(C)cc(Oc2coc3cc(O)ccc3c2=O)c1,-6,8,-2.4,-5,-3.0,27,1.6,-1.5,-8
CC(=O)c1cccc(NC(=O)CC2Oc3ccc(C)cc3NC2=O)c1 (stereo not given),-2,-7,1.0,-15,-1.5,-7,0.2,2.4,14
Cn1c(CNC(=O)CNS(=O)(=O)c2ccc(F)cc2F)cc(=O)n(C)c1=O,0,29,-1.6,-2,0.3,-6,0.0,0.9,-9
CC(C)CNC(=O)COC(=O)c1cc(S(=O)(=O)N2CCCCC2)ccc1N1CCOCC1,-2,12,1.4,-18,-0.3,-9,-0.5,-1.7,-2
Cc1c(C(=O)N2CCOCC2)[nH]c2c1C(=O)CC(c1ccccc1Cl)C2 (stereo not given),-1,22,-3.0,-20,0.4,4,1.7,1.3,15
Fc1ccc(-c2nnc(CN3CCN(c4ncc(C(F)(F)F)cc4Cl)CC3)o2)cc1,-1,-4,-3.6,-12,-0.9,1,-0.1,-0.1,-11
COC(=O)c1[nH]c2ccc(C)cc2c1NC(=O)CN1CCc2cc(OC)c(OC)cc2C1,-6,69*,-0.7,-20,-2.5,-2,-0.4,-1.1,2
COc1cccc(OCc2cc(C(=O)N3CCNC(=O)C3Cc3ccccc3)no2)c1 (stereo not given),4,24,-0.4,-42,-2.4,4,3.5,3.7,-3
CCCOC1CCCN(C(=O)c2cc(COc3ccc(-n4cncn4)cc3)on2)C1 (stereo not given),1,18,1.8,-46,-1.0,15,5.8,4.1,9
CCOc1ccc(N(CC(=O)Nc2ccccc2OCC)S(=O)(=O)c2c(C)noc2C)cc1,-3,12,-3.1,-44,-1.3,-28,1.4,-0.9,-4
CCCCNC(=S)N=Nc1c(O)[nH]c2ccccc12,-3,8,-3.5,-9,-4.0,-4,-1.5,-3.2,-13
CC(=O)c1ccc(NC(=S)NC(=O)CC(C)C)cc1,3,1,-2.1,-3,-3.4,-4,0.7,-2.1,-3

(more compounds)
Structure,GalR3 antagonist,PHOSPHO1 inh,VIM-2 inh,DNA FID counter,IMP-1 inhibitor,HCV NS3 hel inh,V1R ag counter,OXTR agonist,GPR7 antag
COc1ccccc1N1CCN(/N=C/C(Cl)=C/c2ccccc2)CC1,-3,-24,-1.4,-22,-1.9,-9,0.0,-0.3,-14
COc1cc(/C=N\NC(=O)CNC(=O)C2COc3ccccc3O2)ccc1O (stereo not given),0,11,-3.0,-5,-3.8,5,0.5,0.7,-5
C/C(=N\Nc1ccc(F)cc1F)c1cccs1,/,16,-1.9,5,-0.8,3,-1.6,-1.5,-4
O=C(O)CNC(=O)C(Cc1ccccc1)NC(=O)OCc1ccccc1 (stereo not given),1,-8,-1.2,-7,-1.2,8,0.3,-0.1,-4
CCOC(=O)C1=C(O)CSC1=Nc1cccc(Cl)c1,-3,-5,-1.5,-8,-1.9,-11,-0.3,-2.4,2
O=C(NC1CCS(=O)(=O)C1)c1ccc(S(=O)(=O)N2CCCC2)cc1 (stereo not given),-2,1,0.1,-2,-0.5,-1,1.9,1.5,-1
COc1cc(/C=N/NC(=O)c2ccncc2)ccc1OC(=O)c1ccccc1Cl,1,28,-3.4,-30,-4.4,-5,1.6,1.1,-10
Cc1cc(-n2cccn2)ccc1CN1CCN(C2CCCC2)C(CCO)C1 (stereo not given),0,7,-1.1,10,0.0,-4,-1.3,-0.4,1
Fc1ccc(CN2C3=NCCCN3c3ccccc32)cc1,-6,0,-1.2,4,-0.6,1,0.6,-0.1,6
FC(F)(F)c1ccc(Oc2ccc3c(C(F)(F)F)cc(C(F)(F)F)nc3n2)cc1,-2,9,0.2,-2,-1.5,0,-0.4,0.9,2

As a working copy, 3 of the compounds above:
Structure,GalR3 antagonist,PHOSPHO1 inh,VIM-2 inh,DNA FID counter,IMP-1 inhibitor,HCV NS3 hel inh,V1R ag counter,OXTR agonist,GPR7 antag
COc1ccc(NC(=O)c2cc(S(=O)(=O)N3CCCC3)c[nH]2)cc1,3,5,-1.1,-15,-0.6,5,-0.9,-0.6,6
COc1ccc2c(c1)c(C(=O)N/N=C/c1cn(C)c3ccccc13)c(C)n2C,-4,36,-3.6,-31,-3.4,-1,1.2,1.1,3
COc1cc2c(cc1OC)CN(C(=O)c1ccc(OC)c(S(=O)(=O)N3CCOCC3)c1)CC2,3,-10,-2.7,-17,-2.2,1,1.5,-0.4,-5
